KDM5B inh – KDM5B demethylase inhibition. Q9UGL1. KDM5B demethylase, FDH-coupled NADH fluorescence (FDH is formaldehyde dehydrogenase). Potency, µM (doses to about 57.7 µM), for inactives: at the highest dose activity change, negative = inhibition, most hits filed as inhibitors. 220,000 compounds, 2.6% hits. AID 1347165; active means well fitted inhibition curve with a large enough effect; inconclusive means small, poorly fitted or top-dose-only effect; inactive means no such curve, though single readings can be large or run the other way; further: 0% is about no effect; nearly all actives have a fitted effect of over 70% in size
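Coupled FDH/NAD⁺ fluorescence readout. KDM5BΔAP 200 nM final; compound titration, 10 min RT preincubation; substrate mix 12.5 µM H3K4me3, 25 µM 2-OG, 50 µM Fe(II), 100 µM ascorbate, 0.25 mM NAD⁺, 0.25 U/mL FDH; ΔRFU over 30 min.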
* hit, by the source's call; ? = inconclusive; [ ] = another dose, or the depositor's remark. Potency means the concentration at half of the fitted maximal effect. An excerpt; the hit share may differ from the screen's.

KDM5B inh | Molecule
-8% | CCOC(=O)c1ccc2c(c1)N(CC(=O)Nc1ccc(C)cc1C)C(=O)c1ccccc1S2
5% | CC(C(=O)N(C)Cc1ccccc1)S(=O)(=O)Cc1ccc(Cl)c(Cl)c1 (stereo not drawn)
25µM* | O=C(NCC1CCCO1)c1ccc2oc(-c3ccc(C(F)(F)F)cc3)nc2c1 (stereo not drawn)
? | COCCCNC(=O)c1nn(-c2ccc(C)cc2)nc1CO
31% | Cc1ccc(NC(=O)C2CCN(c3cn[nH]c(=O)c3)C2)cc1 (stereo not drawn)
? | Cc1oc(-c2ccc(C(=O)NCc3ccccc3)cc2)nc1CN1CCc2ccccc21
-17% | O=C(Nc1cccc2cccnc12)c1cccc(S(=O)(=O)N2CCN(Cc3ccccc3)CC2)c1
-29% | O=C(NCC1CCCO1)c1ccc(Cn2ccn3nc4c(c3c2=O)CCCC4)cc1 (stereo not drawn)
6% | O=C(Cc1ccccc1)Nc1ccc(Oc2ccccc2)cc1
-2% | Cc1ccccc1S(=O)(=O)N1CCC(CCC(=O)NC2CC2)CC1
10%[86.2 µM] | O[C@@H]1CCN(Cc2nc(C3(O)CCN(CC4CC4)CC3)cs2)C1
10% | Cc1nnc2ccc(NC3CC3)nn12
? | Cc1cc(C)c2nc(-c3ccc(C)c(C)c3)cc(C(=O)O)c2c1
12% | CCCCOc1ccc(NC(=O)c2ccccc2)c2cccnc12
4% | O=C(Cc1ccccc1)N1CCC2(CCCN(C3CCOCC3)C2=O)C1 (stereo not drawn)
87%[activator] | O=C(Nc1nn(Cc2ccccc2)c2cccc(N3CCOCC3)c12)c1cnccn1
3% | COc1ccc(C(=O)N2CCN(C(C(=O)O)c3cccc(O)c3)CC2)cc1 (stereo not drawn)
10% | NC(=O)[C@@H]1CN(C(=O)c2ccnnc2)C[C@H]1COc1ccccc1
26% | O=C(CCC1CCN(S(=O)(=O)c2ccccc2)CC1)NC1CCCCCC1
0% | COc1cc(NC(=O)N2CCC(NS(=O)(=O)c3ccc(Cl)cc3)CC2)cc(OC)c1
-1% | CC(=O)c1cn(CC(=O)N2CCC(C(=O)O)CC2)c2ccccc12
2% | CCn1ccc2sc(C)c(C(=O)NCc3ccc(Br)cc3)c2c1=O
13% | N#Cc1ccc(OCCOC(=O)c2cccc(Cl)c2)cc1
-6% | COC(=O)[C@H](C(C)C)N(CCCc1cn(Cc2ccc(C)cc2)nn1)S(=O)(=O)c1ccccc1Br
-18%[86.2 µM] | CC(C)NC(=O)N[C@H]1C[C@H]2C(=O)NC[C@@H](CCC(=O)NCc3ccccc3)N2C1
? | CC(=O)c1cccc(Nc2cc(C)nc3nc(-c4ccccc4C)nn23)c1
4%[115 µM] | N#Cc1ccc(CN2CCCC3(COc4ccccc4[S+](=O)([O-])N3)C2)cc1 (stereo not drawn)
? | Clc1cccc(CNc2ncnc3c2nc2n3CCCC2)c1
-24% | CCOC(=O)c1c(NC(=O)CSc2cn(CCNC(=O)c3ccc(OCC)cc3)c3ccccc23)sc2c1CCCC2
12% | OCc1nc2ccccc2n1CC(O)COc1ccc(Cl)cc1 (stereo not drawn)
6% | COc1cccc(/C=C(/C#N)C(=O)c2c[nH]c3cccc(C)c23)c1
? | COc1ccc(-c2nc(-c3nnn4c3COC(c3ccc(Cl)cc3)C4)no2)cc1F (stereo not drawn)
-2% | Cn1nc(C(=O)N2CCOCC2)cc1C(=O)Nc1ccc(F)c(F)c1
-17% | O=C(CN1CCC(C(=O)NCc2ccco2)CC1)NC1CCCC1
? | CC1(CCCCc2ccccc2)COc2ccc(C(=O)N3CC[S+](=O)([O-])CC3)cc2N1 (stereo not drawn)
-13% | O=C(Cc1cccc(F)c1)N1CCCN(C(=O)C2CC2)c2ccccc21
-9% | CCCn1nc(C(=O)NCC(C2CC2)N(C)C)c2ccccc2c1=O (stereo not drawn)
-13% | CC(=O)N1CCc2[nH]cnc2C12CCN(C(=O)CCn1nnnc1C)CC2
-2% | COc1cc(CNCCc2ccccc2C)ccc1OCC(O)CN1CCOCC1 (stereo not drawn)
-2% | Cn1nc(C2CCN(C(=O)c3ccc(F)cc3)CC2)c2c1CCOC2
-3% | O=C(CSc1nc2nc[nH]c2c(=O)[nH]1)c1ccccc1
-6% | Cc1ccc(S(=O)(=O)N2CCCC(CCC(=O)NCc3cccc(F)c3)C2)cc1 (stereo not drawn)
-13% | COc1ccc(CNC(=O)C2CCCN2C)cc1OC (stereo not drawn)
12% | Cc1ccc(C(=O)N2C(C(=O)N3CCOCC3)COC23CCN(C(=O)c2ccccc2C)CC3)cc1 (stereo not drawn)
? | CCOC(=O)c1cnc2ccc(C(=O)OC)cc2c1Nc1ccc(N2CCOCC2)cc1

A section taken from the entries so far, as a working copy:
KDM5B inh | Molecule
26% | O=C(CCC1CCN(S(=O)(=O)c2ccccc2)CC1)NC1CCCCCC1
0% | COc1cc(NC(=O)N2CCC(NS(=O)(=O)c3ccc(Cl)cc3)CC2)cc(OC)c1
-1% | CC(=O)c1cn(CC(=O)N2CCC(C(=O)O)CC2)c2ccccc12
2% | CCn1ccc2sc(C)c(C(=O)NCc3ccc(Br)cc3)c2c1=O
13% | N#Cc1ccc(OCCOC(=O)c2cccc(Cl)c2)cc1
-6% | COC(=O)[C@H](C(C)C)N(CCCc1cn(Cc2ccc(C)cc2)nn1)S(=O)(=O)c1ccccc1Br
-18%[86.2 µM] | CC(C)NC(=O)N[C@H]1C[C@H]2C(=O)NC[C@@H](CCC(=O)NCc3ccccc3)N2C1
? | CC(=O)c1cccc(Nc2cc(C)nc3nc(-c4ccccc4C)nn23)c1
4%[115 µM] | N#Cc1ccc(CN2CCCC3(COc4ccccc4[S+](=O)([O-])N3)C2)cc1 (stereo not drawn)
? | Clc1cccc(CNc2ncnc3c2nc2n3CCCC2)c1
-24% | CCOC(=O)c1c(NC(=O)CSc2cn(CCNC(=O)c3ccc(OCC)cc3)c3ccccc23)sc2c1CCCC2
12% | OCc1nc2ccccc2n1CC(O)COc1ccc(Cl)cc1 (stereo not drawn)
6% | COc1cccc(/C=C(/C#N)C(=O)c2c[nH]c3cccc(C)c23)c1
? | COc1ccc(-c2nc(-c3nnn4c3COC(c3ccc(Cl)cc3)C4)no2)cc1F (stereo not drawn)

Additional compounds
KDM5B inh | Molecule
? | Cc1nn(CC(=O)Nc2ccc3c(c2)nc2n3CCN(C3CCCCC3)C2)c(=O)c2ccccc12
? | Cc1cccc(-c2nc(CN3CCCC(C(=O)NCCc4ccc(Cl)cc4)C3)c(C)o2)c1 (stereo not drawn)
? | Cc1cc(C)c2c(-n3cccc3)nn(CCCC(=O)Nc3ccc(F)cc3C)c2n1
-2% | CCOc1ccc(C(=O)N2CCN(Cc3cc(=O)n4nc(-c5ccccc5Cl)sc4n3)CC2)cc1
18% | C=CCN(C(=O)c1csnn1)C(C(=O)NC1CCCCC1)c1ccccc1F (stereo not drawn)
-8% | COc1ccc(-c2cc(N3CCC(NC(=O)COc4ccc(F)cc4)CC3)n[nH]2)cc1
-10% | CN1N=C(C(C)(C)C)CC1=O
-13% | C=CCn1c(=O)c2c(nc(-n3nc(C)cc3C)n2CC(C)C)n(C)c1=O
-6% | Cc1ccc(-c2nnc(C3CN(C(=O)c4ccc(C)c(F)c4)CC34CCOCC4)o2)cc1 (stereo not drawn)
-27% | Cc1ccc(CNC(=O)CCc2c(C)nc3nc(C)nn3c2C)cc1
7% | Cc1ccccc1CC(=O)N1CCCC(c2noc(COc3ccccc3)n2)C1 (stereo not drawn)
-23% | CN1CCCCCCN(S(=O)(=O)N(C)C)[C@H]2CCC[C@H]2C1=O
15% | CN(Cc1ccccc1)CC(C#N)C(O)c1ccncc1 (stereo not drawn)
-27% | O=C(N[C@H]1CCN2C(=O)c3cc(-c4ccc5c(c4)OCO5)ccc3NC(=O)[C@H]12)c1cccc(F)c1
? | Cc1cn2c(=O)c(S(=O)(=O)NCCc3ccccc3)c(C)nc2s1
3%[230 µM] | CC(C)c1cnc(-c2ccccc2)[nH]1
12% | CNC(=O)[C@H]1C[C@H](Oc2ccccc2)CN1C(=O)Nc1cccc(C)c1
-23% | CN(C)CCN(C)C(=O)c1cc(-c2ccccc2F)cc2c1OCCN2Cc1cccnc1
5% | Cc1cccc(NC(=O)CCc2nnc3ccc(N4CCC(C)CC4)nn23)n1
-9% | COCc1ccc(CNC(=O)CC(C)C)cc1
28% | CCCCNC(=S)NC1CCCC(C)C1C (stereo not drawn)
-11% | COc1ccc(Cl)cc1S(=O)(=O)N1CCC(c2ccncc2)CC1
-56% | CC(=O)c1ccc(N2C(=O)N(Cc3ccc(F)cc3)c3ccccc3S2(=O)=O)cc1
? | O=C(CSc1ncnc2c1sc1cccc(F)c12)NCCN1CCCCCC1
-4% | OCC1(CCOc2ccccc2)CCCN(c2ncnc3sccc23)C1 (stereo not drawn)
19% | COc1cc(/C(C)=N/NC(=O)CSc2nnc(C)s2)ccc1O
14% | CC(C)c1noc(-c2cn(C3CCN(C(=O)c4cccc(F)c4)C3)nn2)n1 (stereo not drawn)
-4% | Cc1ccc(C)c(NC(=O)C2CCCN(S(=O)(=O)Cc3ccccc3Cl)C2)c1 (stereo not drawn)
-20% | Cc1ccc2c(COC(=O)c3ccccc3OC(F)F)cc(=O)oc2c1
-11% | CC(=O)Nc1ccc(NC(=O)c2cc(C3CC3)nc3ccccc23)cc1
? | COC(=O)C1=C(C)N=C2SC=C(CC(=O)N3CCCC(C(N)=O)C3)N2C1c1cccc(Cl)c1 (stereo not drawn)
? | CCOc1ccc(CCNC(=O)c2cnc3sc(N4CCOCC4)nn3c2=O)cc1
2% | CCS(=O)(=O)N1CCC[C@H]1C(=O)N1CCCCCCNC(=O)CC1
? | Cc1ccn2c(Nc3ccccc3)c(-c3c[nH]c4ccccc34)nc2c1
82%[activator] | O=C1CS(=O)C2(CCNCC2)N1Cc1cccc(F)c1 (stereo not drawn)
10% | CCn1cc(S(=O)(=O)N2CCC3(CC2)N(CC2CC2)C(=O)CS3=O)cn1 (stereo not drawn)
? | O=C(Nc1ccc2c(c1)OCO2)C1CCCN(c2cnn(Cc3ccccc3)c(=O)c2)C1 (stereo not drawn)
10% | C=C1CCC[C@]2(C)C[C@H]3OC(=O)C(CNCC(OC)OC)[C@H]3CC12 (stereo partly drawn)
-28% | Fc1ccc(-c2noc(-c3ccc4c(c3)CCO4)n2)cc1
-6% | COc1ccc(-c2cc(CNS(=O)(=O)c3ccc(NC(C)=O)cc3)on2)cc1
-4% | O=[N+]([O-])c1ccccc1OC/C(=N\O)c1ccccc1
-158% | Cc1c(NC(=O)c2ccc(-c3ccc(F)cc3)o2)cccc1-c1nc2ncccc2o1
28% | Cn1nccc1C(=O)N1CCC(c2nn(C)c3c2COCC3)CC1
-6% | CCCC(=O)Nc1ccc(CNCc2ccc(F)cc2F)cc1
19% | CCc1ccc(/C=N/NC(=O)C(O)(c2ccccc2)c2ccccc2)cc1
6% | CCN(CC)c1ccc(NC(=O)COc2ccc3c(=O)c(Oc4ccccc4F)c(C)oc3c2)cc1
? | COc1cc(OC)c(NC2(c3ccccc3)C(=O)c3ccccc3C2=O)cc1Cl
-25% | Cc1cccc(S(=O)(=O)NCCNS(=O)(=O)c2cccc(C)c2)c1
2% | COc1ccc(C(=O)NC2CCN(c3cnn(CC4CC4)c(=O)c3)CC2)cc1F
8% | Cc1c(S(=O)(=O)N2CCCC2c2ccccc2F)cnn1C(F)F (stereo not drawn)
32µM* | COc1ccc(OC2CCN(C(C)=O)CC2)c(C(=O)NC(C)c2cn(C)nc2C)c1 (stereo not drawn)
? | Cc1ncoc1C(=O)N1CC[C@H]2C(=O)NCCCCCCN(Cc3ccncc3)[C@@H]2C1
? | O=C(COc1ccccc1Cl)NCC1(N2CCOCC2)CCCCC1
? | CCOc1ccc(S(=O)(=O)N2CCC3(CC2)CN(C)CC3COC)cc1 (stereo not drawn)
-7% | COc1ccc(S(=O)(=O)N2CCn3nnc(CCC(=O)NC4CC4)c3C2)cc1
-5% | Cc1nc2c(cnn2C(C)C)cc1C(=O)Nc1nc(-c2ccc(Cl)cc2)cs1
11% | CCn1ncc(N2CCCC(CC(=O)N3CCN(c4ccccc4)CC3)C2)cc1=O (stereo not drawn)
12% | CN(C)CCCOC(=O)/C=C/c1ccccc1
23% | Cc1nc(CSc2n[nH]c(=O)n2-c2ccccc2)cs1
12% | CCOc1ccc2c(c1)c(=O)c(S(=O)(=O)c1ccc(CC)cc1)cn2C

Two neighbouring entries out of the list so far, quoted:
KDM5B inh | Molecule
8% | Cc1c(S(=O)(=O)N2CCCC2c2ccccc2F)cnn1C(F)F (stereo not drawn)
32µM* | COc1ccc(OC2CCN(C(C)=O)CC2)c(C(=O)NC(C)c2cn(C)nc2C)c1 (stereo not drawn)

(cont.)
KDM5B inh | Molecule
? | CCC(=O)Nc1sc(Cc2ccc3c(c2)OCO3)c(C)c1C(N)=O
-20% | O=C(CCS(=O)(=O)c1cc(Br)cc2c1N(C(=O)C1CC1)CC2)Nc1ccc(Br)cc1F
10% | O=c1[nH]c(N2CCc3ccccc3C2)nc2c1CCN(Cc1ccccc1)CC2
? | O=C1c2ccccc2NC(c2ccc(Br)s2)N1O (stereo not drawn)
-11% | Cc1cc(C)cc(C(=O)N2CCN(C(=O)c3cccc4cccnc34)CC2)c1
25µM* | OC[C@@H]1O[C@H](CN(Cc2cccc(Cl)c2)Cc2cccc(Cl)c2)[C@H](N2CCN(c3ccccn3)CC2)[C@@H]1O
13% | CCCn1c(SCc2csc(-c3ccccc3)n2)nnc1C1CC1
14% | CC(C)=CC(=O)Nc1ccccc1C(C)(C)C
-2% | COc1ccc(N(CC(=O)NCCc2cccc(C)c2)S(=O)(=O)c2c(C)nn(C)c2C)cc1
11% | Cc1c(C(=O)N(Cc2ccncc2)CC2CCCO2)oc2c(F)cccc12 (stereo not drawn)
25% | Cc1c(C(=O)NCc2ccccn2)sc2ccccc12

High-throughput results: PubChem BioAssay, National Center for Advancing Translational Sciences (NCATS)
